GLP-1R inv ag – GLP-1 receptor (human) inverse agonism | Potency, µM (series often up to 38.3 µM), without a hit: at the top dose activity change, negative = inhibition, usual class: inhibitors | 1.6% of 410,000 active | HEK293 GLP-1R CRE-luciferase, luminescence, 24 h; GLP-1R form is constitutively active; also: potency is read from the fitted curve at half-maximal effect; % is scaled to controls: 0 for no effect and ±100 for the full control effect; nearly all actives have a fitted effect of over 55% in size
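Stable HEK293 clone (constitutively active GLP-1R + cAMP-response luciferase); 200 cells/uL plated, 12 h pre-culture, compound 24 hr, 37 deg C/5% CO2; detection reagent 12 min RT; luminescence.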
PTHR1 agonist – activates the human parathyroid hormone receptor PTHR1 | Q03431 | HEK293 GP2 PTHR1 cells, GloSensor cAMP luminescence, 1 h | Potency, µM (highest dose often 115 µM), for the others: top-dose activation, most hits filed as activators | 0.075% of 410,000 active | AID 743266; also: potency is read from the fitted curve at half-maximal effect; nearly all actives have a fitted effect of over 55% in size; some results filed as inactive show a strong effect at the top dose; inactives centre near -15; many of its hits are not listed in these tables
Target sequence (Q03431 whole entry, looked up): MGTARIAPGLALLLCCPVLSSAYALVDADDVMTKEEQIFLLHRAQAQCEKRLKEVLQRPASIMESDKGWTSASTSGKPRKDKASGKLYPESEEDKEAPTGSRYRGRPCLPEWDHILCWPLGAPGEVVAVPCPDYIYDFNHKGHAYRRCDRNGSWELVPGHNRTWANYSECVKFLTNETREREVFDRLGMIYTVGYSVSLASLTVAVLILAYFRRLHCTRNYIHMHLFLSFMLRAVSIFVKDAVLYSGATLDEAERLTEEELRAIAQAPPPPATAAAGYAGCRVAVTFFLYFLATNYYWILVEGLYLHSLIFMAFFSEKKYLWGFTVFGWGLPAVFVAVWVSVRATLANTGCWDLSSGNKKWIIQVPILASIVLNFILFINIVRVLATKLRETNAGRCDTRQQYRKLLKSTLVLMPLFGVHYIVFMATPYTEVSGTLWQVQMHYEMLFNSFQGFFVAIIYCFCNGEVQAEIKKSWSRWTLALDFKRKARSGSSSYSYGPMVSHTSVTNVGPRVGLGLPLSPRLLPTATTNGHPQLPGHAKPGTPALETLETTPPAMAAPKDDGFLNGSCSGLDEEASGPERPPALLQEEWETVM
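HEK-293-derived GP2 cells expressing PTHR1 and a GloSensor cAMP reporter, 3,000/well, plated overnight, given luciferin plus IBMX (each 0.5 mM as added) for 1 h at 37 °C, then compound for 1 h at 37 °C. Luminescence was read after 15 min at room temperature.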
GLP1R ag – agonists of human GLP-1 receptor | AID 624172 | Potency, µM (titrated, usually from 45.6 µM), without a hit: at the top dose activation, hits mostly activators | HEK293 GLP-1R CRE-luciferase, luminescence, 4-6 h; cells express a hypersensitive GLP-1R form | 0.007% of 380,000 active; also: potency is read from the fitted curve at half-maximal effect; % of control where 0% means no effect
TDP-43 yeast inh – TDP-43 toxicity inhibition in yeast; TDP-43 expressing yeast growth rescue, BacTiter-Glo, 24 h; Potency, µM (series often up to 46.1 µM), for the others: top-dose growth rescue (activation), hits mostly activators; 1.8% of 410,000 active; AID 652104; also: potency is read from the fitted curve at half-maximal effect; % of control where 0% means no effect; nearly all actives have a fitted effect of over 50% in size
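Growth rescue of TDP-43-toxic yeast measured as ATP luminescence (BacTiter-Glo). Cells grown to mid-log in raffinose, induced in galactose at OD600=0.02, exposed to compound 24 hr at 30 deg C.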
aSyn rescue – alpha-synuclein toxicity inhibition in yeast. 0.14% of 370,000 active. Potency, µM (highest dose often 46.1 µM), for inactives: top-dose growth rescue (activation), usual class: activators. Yeast expressing alpha-synuclein, growth rescue, BacTiter-Glo, 24 h; also: potency is read from the fitted curve at half-maximal effect; % of control where 0% means no effect; nearly all actives have a fitted effect of over 65% in size
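Screening used galactose-induced yeast with toxic alpha-synuclein levels, exposed to compound for 24 hr at 30 deg C. Cell growth, read with BacTiter-Glo luminescence, gave the measured signal.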
Abeta rescue – A-beta toxicity reversal in yeast; yeast expressing A-beta42, growth rescue, OD600, 48 h; response scale: 0% DMSO, 100% iron-clioquinol control; Potency, µM (titrated, usually from 46.1 µM), inactives show at the highest dose growth rescue, usual class: activators; 0.063% of 410,000 active; also: potency is read from the fitted curve at half-maximal effect; nearly all actives have a fitted effect of over 55% in size
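Growth rescue measured by 600 nm absorbance after 48 h yeast culture at 30 C with compound. Values normalized between DMSO and an equimolar ferric chloride plus clioquinol control.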
FUS yeast rescue – rescues growth of FUS-expressing yeast | S. cerevisiae FUS-expressing, growth rescue, OD600, 24 h | Potency, µM (top dose mostly 76.6 µM), without a hit: top-dose growth rescue (activation), hits mostly activators | 0.24% of 390,000 active | AID 1347120;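 also: potency is read from the fitted curve at half-maximal effect; plate controls were DMSO vehicle for no effect and reference control for full effect; nearly all actives have a fitted effect of over 55% in size; some results filed as inactive show a strong effect at the top dose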
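Cultures pregrown in 2.5% raffinose medium are shifted to minimal medium containing 2% galactose to express toxic FUS. Compounds are tested at several concentrations. After 24hr at 30C, growth is quantified at 600 nm absorbance.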
DRD3 antagonist – blocks the human D3 dopamine receptor; 2.5% of 360,000 active; D3R cells, DiscoveRx beta-arrestin luminescence, antagonist mode; stronger effect = lower value; AID 652054; P35462; max response, negative = inhibition, %; in the data active = max response below about -50%; inconclusive = no clear call, values can overlap the other calls; also: % is scaled to controls: 0 for no effect and ±100 for the full control effect; mostly tested at two doses, the higher about 12 µM
Target sequence (P35462 whole entry, looked up): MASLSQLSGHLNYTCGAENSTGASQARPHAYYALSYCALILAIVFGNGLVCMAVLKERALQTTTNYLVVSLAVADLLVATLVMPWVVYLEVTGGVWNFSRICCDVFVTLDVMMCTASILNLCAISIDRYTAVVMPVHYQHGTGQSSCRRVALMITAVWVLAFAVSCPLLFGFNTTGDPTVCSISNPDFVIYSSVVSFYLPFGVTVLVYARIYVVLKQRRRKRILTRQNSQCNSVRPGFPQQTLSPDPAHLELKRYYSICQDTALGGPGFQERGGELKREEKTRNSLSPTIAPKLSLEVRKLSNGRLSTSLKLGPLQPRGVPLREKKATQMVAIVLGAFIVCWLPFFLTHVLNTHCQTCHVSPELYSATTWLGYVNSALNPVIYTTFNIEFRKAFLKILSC
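Cells plated overnight at 1500 cells/well, then exposed to library compounds with dopamine controls for 90 minutes at 37 degrees C. DiscoveRx reagent added for 30–60 minutes at room temperature; luminescence read, quantitative HTS format.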
pAkt inh – blocks phosphorylation of Akt. Neuro2A IGF-stimulated pAkt S473 HTRF, 20 min; stronger effect = lower value. activity change, % for hits at 50 µM. 0.32% of 360,000 active. AID 651550; in the data active = activity change below about -80%; inconclusive = mostly about -51% to -80%; also: % is scaled to controls: 0 for no effect and ±100 for the full control effect
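Neuro2A cells (4,500/well, DMEM with 0.5% FBS) were treated with compound at a single 50 µM final concentration, stimulated with 6 nM IGF for 20 min at 37 °C, and lysed. Phospho-Akt Ser473 was read by HTRF as 665/615 ratio ×10^4.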
Starred values were filed as active, the others as inactive; i = inactive; ? = inconclusive; nt = not tested or not shown; [ ] = remark or other dose. Unless noted, calls follow the shape of the dose curve; as a rule, active = well fitted curve in the direction sought with a large enough effect; inconclusive = small, poorly fitted or top-dose-only effect, or another doubt; inactive = no such curve, though single readings can be large; an effect the other way counts as inactive or inconclusive. These rows are one share of the data. The share of hits here may be higher or lower than overall.

molecule	GLP-1R inv ag	PTHR1 agonist	GLP1R ag	TDP-43 yeast inh	aSyn rescue	Abeta rescue	FUS yeast rescue	DRD3 antagonist	pAkt inh
CN(C)N1C(N)=C(C#N)C(c2cccnc2)C2=C1CC(C)(C)CC2=O (stereo unspecified)	11.7%	i	12.2%	6.5%	-1.7%	1.2%	4.7%	12.2	i
CCN(CC)S(=O)(=O)c1ccc(N/N=C/c2ccc(O)cc2)nc1	7.7%	-22.7%	7.2%	-16.1%[9.22 µM]	-2.9%	0.4%	17.4%	2.1	i
Cc1cc(C)c2c(c1)-c1cc(C)nn1C(c1ccc3c(c1)OCO3)N2 (stereo unspecified)	0.0%	-2.9%[57.5 µM]	9.3%	17.8µM*	11.4%	17.9%	5.2%	76.4	i
COc1cccc(Nc2nc(-c3sc(NC(=O)c4ccco4)nc3C)cs2)c1	?	?	-3.9%	-13.2%	-6.8%	-5.3%	?	19.3	i
O=C(N1CCOCC1)N(Cc1ccccc1)c1ccccn1	-0.3%	i	-3.0%	7.1%	-1.3%	2.4%	-12.9%	21.6	i
O=C(/C=C/c1ccco1)Nc1ccc(Oc2ccc(Cl)cc2)cc1	?	-14.5%[57.5 µM]	8.5%	4.9%	-11.8%	-0.2%	19.8%	-4.0	-107.9%*
CC(=O)N1CCC2(CC1)OC(=O)C(C)=C2C(=O)NCc1cccc(Cl)c1	5.9%	i	nt	0.0%[9.22 µM]	nt	-0.5%	-20.9%	nt	nt
CC(Oc1ccc(Br)cc1)C(=O)NCC(C)(C)N1CCOCC1 (stereo unspecified)	-29.2%	i	10.4%	-19.8%	-3.1%	5.0%	10.8%	-6.6	i
CCCCNC(=O)c1nc(-c2cccs2)oc1-c1ccc(Cl)cc1	22.0%	i	nt	16.6%	4.1%	-7.2%	-10.1%	20.4	i
O=C1NC(Cc2ccccc2)c2nc3ccc(F)cc3c(=O)n2-c2cc3ccccc3cc21 (stereo unspecified)	?	-6.9%	9.2%	0.0%	-8.4%	2.7%	?	56.2	i
CCCc1c(O)nc(SCCN(CCC)CCC)[nH]c1=O	0.0%	-14.1%[57.5 µM]	-0.5%	20.2%	-0.3%	2.8%	8.7%	-12.9	i
CCOc1ccc(NC(=O)CN(C)C(=O)c2ccc(C3SCCS3)cc2)cc1OCC	-5.0%	-13.9%	18.4%	0.0%	-0.2%	14.0%	4.4%	13.6	i
COc1cc(OC)c(NC(=O)CS(=O)(=O)Cc2nc(-c3ccc(C)cc3)oc2C)cc1Cl	-11.3%	-16.0%	-3.1%	23.4%	-0.6%	3.7%	-7.0%	-8.4	i
Nc1cc(S(=O)(=O)c2ccc(N3CCCCC3)c(N)c2)ccc1N1CCCCC1	?	-15.2%	-0.6%	25.2%	7.1%	3.8%	44.0%	3.0	i
CC1CCN(S(=O)(=O)c2ccc(C(=O)Nc3sccc3C(N)=O)cc2)CC1	8.6%	-46.3%[inhibitor]	0.7%	?	1.1%	-3.3%	14.8%	3.9	i
Cc1ccccc1CN1CCNC(=O)C1CC(=O)NCCN1CCCCC1=O (stereo unspecified)	14.1%	-35.7%[inhibitor]	-7.9%	-12.1%	-1.4%	4.7%	nt	6.0	i
CN(Cc1ccccc1)C(=O)CN(c1ccccc1Cl)S(C)(=O)=O	-5.9%	i	-2.8%	10.0%	0.9%	-0.2%	-8.4%	-13.4	i
COc1ccc(N=CC2CCCCC2=O)c([N+](=O)[O-])c1 (stereo unspecified)	23.5%	i	8.0%	-13.2%	-18.8%	-19.4%	nt	3.8	i
O=c1[nH]c2cccnc2n1-c1cccc([N+](=O)[O-])c1	29.5%	-15.1%	6.8%	4.4%	8.4%	1.5%	-7.0%	-5.7	i
Cc1ccc(-n2c(=S)[nH]c3nc4c(cc3c2=O)COC(C)(C)C4)cc1	0.1%	-22.1%	-1.7%	18.5%	-8.4%	-3.3%	nt	-9.4	i
O=C(CO/N=C/c1c(Cl)cccc1Cl)NNC(=O)c1ccc(Cl)cc1	-1.4%	23.0%	11.1%	-4.2%	5.9%	23.7%	1.8%	-10.2	i
CCc1ccccc1NC(=O)Nc1nnc(N(C)Cc2ccccc2)s1	?	i	nt	15.8%	nt	-9.9%	-17.4%	nt	nt
CC(Nc1nc(C(F)(F)F)nc2ccccc12)c1cccs1 (stereo unspecified)	?	-25.3%	3.2%	-4.6%	-12.7%	-25.9%	8.3%	10.3	i
COc1cc2c(cc1OC)C(C(=O)N1CCCC1)C(c1ccccc1F)N(C)C2=O (stereo unspecified)	0.5%	i	-1.9%	2.3%	1.0%	0.9%	2.4%	27.5	i
COc1ccccc1N1CCN(/N=C/c2cc(OC)c(OC)c(OC)c2)CC1	-23.0%	-20.4%	2.3%	-18.9%	1.6%	-9.2%	nt	1.1	i
CCOC(=O)CN1CC(C)(C)N(CC(=O)OCC)CC1(C)C	-1.5%	i	-7.6%	-3.6%	-3.8%	-9.4%	nt	-6.9	i
Cc1oc(C(N)=O)cc1COc1ccc(C(N)=O)cc1	7.2%	-3.4%	1.3%	6.2%	-0.7%	8.0%	-7.1%	-14.5	i
O=C(NCSC1=NCCS1)c1ccccc1	-6.1%	i	-7.2%	-7.4%	1.5%	24.5%	0.3%	-17.4	i
CC(NC(=O)c1ccc(Br)o1)C1CCCO1 (stereo unspecified)	38.1%[activator]	i	0.8%	8.0%	-10.3%	5.6%	-14.3%	1.7	i
CCCC1CCc2c(sc(N)c2C(N)=O)C1 (stereo unspecified)	-1.8%	-26.0%	12.1%	23.4%	6.8%	-1.5%	nt	9.4	i

molecule	GLP-1R inv ag	PTHR1 agonist	GLP1R ag	TDP-43 yeast inh	aSyn rescue	Abeta rescue	FUS yeast rescue	DRD3 antagonist	pAkt inh
COC(=O)c1cc(C(=O)NCc2ccc3c(c2)OCO3)cc([N+](=O)[O-])c1	-3.0%	-19.2%	-0.3%	?	-6.5%	24.4%	8.5%	3.1	i
O=C(NCCCc1ccccc1)c1cccc(S(=O)(=O)N2CCOCC2)c1	-26.9%	-2.0%	5.6%	3.9%	-3.3%	-9.4%	-16.4%	-10.0	i
CCC1CCCCN1C(=O)/C=C/c1ccc2c(c1)OCO2 (stereo unspecified)	2.8%	?	-2.0%	16.4%	3.6%	-21.1%	-6.9%	-4.5	i
CCCNC(=O)c1ccc(-c2nc(CS(=O)(=O)c3ccc(C)cc3)c(C)o2)cc1	2.3%	-22.8%	nt	20.1%	nt	-1.9%	8.7%	nt	nt
Cc1ccc(-c2nc(C(Cl)Cl)c3ccccc3n2)cc1	?	-15.9%	10.3%	9.6%	-1.0%	0.0%	-21.0%	-60.0*	i
Cc1cccc(N2CCN(C(=O)c3csc4ccccc34)CC2C)c1 (stereo unspecified)	?	-16.5%	-2.1%	?	26.2%	-34.6%[inhibitor]	nt	0.3	i
CSc1nc2ccc(Cl)cc2[nH]1	67.4%[activator]	-22.4%[57.5 µM]	4.6%	23.2%	5.3%	-6.8%	0.7%	9.8	i
CSc1cccc(NC(=S)N2CCCN(Cc3cccc(Cl)c3)C2)c1	3.55µM*	-3.1%	7.2%	-16.4%	15.3%	-0.7%	40.0%	?	i
Cn1cc(/C=C(\NC(=O)c2ccccc2)C(=O)N2CCOCC2)c2ccccc21	25.1%	i	-4.7%	-8.0%	-6.1%	0.2%	15.5%	-6.9	i
CCOC(=O)CNC(=O)N1CCN(c2nnc(C)c3c(C)n(-c4ccc(Cl)cc4)nc23)CC1	-1.1%	i	nt	24.1%	nt	-3.6%	-12.7%	nt	nt
CC(C)(C)c1ccc(NC(=S)NCc2cccnc2)cc1	?	-20.4%	-7.1%	14.7%	1.1%	9.1%	-13.0%	15.5	i
Cc1nc(N)c(C#N)c(-c2ccccc2)c1C	15.3%	i	3.1%	25.1%	1.8%	6.2%	-25.5%	-13.6	i
CCOC(=O)C1CCCN(S(=O)(=O)c2ccc(OC)c3ccccc23)C1 (stereo unspecified)	?	i	5.5%	?	2.9%	2.8%	26.0%	4.8	i
C=CCNCCCOc1ccc(Cl)cc1C(C)(C)C	0.0%	i	8.4%	-10.0%	-0.7%	1.5%	nt	12.9	i

Some of these compounds in order of formula weight, smallest number first.
molecule	GLP-1R inv ag	PTHR1 agonist	GLP1R ag	TDP-43 yeast inh	aSyn rescue	Abeta rescue	FUS yeast rescue	DRD3 antagonist	pAkt inh
CSc1nc2ccc(Cl)cc2[nH]1	67.4%[activator]	-22.4%[57.5 µM]	4.6%	23.2%	5.3%	-6.8%	0.7%	9.8	i
Cc1cccc(N2CCN(C(=O)c3csc4ccccc34)CC2C)c1 (stereo unspecified)	?	-16.5%	-2.1%	?	26.2%	-34.6%[inhibitor]	nt	0.3	i
COC(=O)c1cc(C(=O)NCc2ccc3c(c2)OCO3)cc([N+](=O)[O-])c1	-3.0%	-19.2%	-0.3%	?	-6.5%	24.4%	8.5%	3.1	i
Cn1cc(/C=C(\NC(=O)c2ccccc2)C(=O)N2CCOCC2)c2ccccc21	25.1%	i	-4.7%	-8.0%	-6.1%	0.2%	15.5%	-6.9	i

Random excerpt: 2 entries already listed
molecule	GLP-1R inv ag	PTHR1 agonist	GLP1R ag	TDP-43 yeast inh	aSyn rescue	Abeta rescue	FUS yeast rescue	DRD3 antagonist	pAkt inh
CCOC(=O)C1CCCN(S(=O)(=O)c2ccc(OC)c3ccccc23)C1 (stereo unspecified)	?	i	5.5%	?	2.9%	2.8%	26.0%	4.8	i
Cc1cccc(N2CCN(C(=O)c3csc4ccccc34)CC2C)c1 (stereo unspecified)	?	-16.5%	-2.1%	?	26.2%	-34.6%[inhibitor]	nt	0.3	i

High-throughput results from PubChem.
